ARNT-TACC3 inh: ARNT/TACC3 interaction disruption; AlphaScreen His-ARNT PAS-B/GST-TACC3 binding, luminescence; TACC3 fragment carries E629A point mutation; actives 0.66% (n = 390,000); Q9Y6A5; inhibition, % at 9.99 µM;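 active means mean inhibition of replicates at least 50% and at least half of replicates each reaching 50%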;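 further: 0% = complete ARNT plus TACC3 wells and 100% = ARNT alone without TACC3; many hits fall short of the cut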
RAD52 inh: inhibitors of human RAD52 DNA annealing. P43351. recombinant RAD52 DNA annealing, FRET fluorescence. inhibition, % at 18.7 µM. actives 0.46% (n = 360,000). AID 651710;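 active means every replicate showing at least 50% inhibition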
Target sequence (P43351 whole entry, looked up): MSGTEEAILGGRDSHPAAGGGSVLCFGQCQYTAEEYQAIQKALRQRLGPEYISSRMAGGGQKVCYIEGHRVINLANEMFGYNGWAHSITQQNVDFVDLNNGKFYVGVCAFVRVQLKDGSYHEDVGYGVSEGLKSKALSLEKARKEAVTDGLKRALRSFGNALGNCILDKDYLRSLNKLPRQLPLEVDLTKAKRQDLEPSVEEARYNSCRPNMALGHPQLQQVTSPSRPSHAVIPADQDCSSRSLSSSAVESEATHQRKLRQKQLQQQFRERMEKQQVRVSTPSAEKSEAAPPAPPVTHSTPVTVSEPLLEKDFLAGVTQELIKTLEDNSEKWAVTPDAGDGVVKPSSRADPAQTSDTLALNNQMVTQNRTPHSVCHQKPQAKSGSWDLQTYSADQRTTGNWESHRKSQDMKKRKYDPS
RAD54 inh: RAD54 (human) branch migration inhibition; Q92698; actives 0.14% (n = 360,000); AID 602329; inhibition, % at 10.4 µM; RAD54 Holliday junction branch migration, FAM/BHQ fluorescence;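 active means mean normalized replicate activity at least 40 and at least half of replicates scoring 40 or more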;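 further: 0% = median of neutral control wells and 100% = median of positive control wells; inhibitors cause a drop in the FAM fluorescence signal; in these data hits start at about 50%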
E-sel inducer: E-selectin induction on HUVECs. actives 0.37% (n = 260,000). AID 686992. HUVEC E-selectin immunofluorescence imaging; normalized: neutral wells 0, TNF-alpha wells 100. P16581. activation, % at 7.58 µM;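 active means mean E-selectin-positive cell signal at least 10% of the positive control, reached in at least 60% of replicates, without over 20% cell loss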;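 further: in these data hits start at about 27%; measured in HUVEC primary endothelial cells; signal is the percent of cells scored E-selectin positive by PE staining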
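assay system = HUVEC, human umbilical vein endothelial cells | input = 3,000 HUVEC seeded per well | medium = EGM-2 growth medium on 0.1% gelatin-coated wells | dosing = one compound dose added by pin transfer | signal = immunofluorescence imaging | read-out basis = % PE-positive cells | control set = TNF-alpha, DMSO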
ERp5 inh: blocks human ERp5 reductase activity on insulin. Q15084. ERp5 insulin aggregation, absorbance 650 nm, 90 min. inhibition, % at 9.99 µM. actives 0.05% (n = 350,000). AID 651711;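 active means mean replicate inhibition above about 25%, with every replicate also reaching it, limit read from the data, passing the limit was not always enough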
PglD DTNB: blocks C. jejuni PglD acetyltransferase activity; actives 0.098% (n = 360,000); inhibition, % at 12.5 µM; purified PglD enzyme, DTNB colorimetric CoA detection; in the data active means inhibition above about 16%, passing the limit was not always enough; further: strong numbers were not always called active
Casp6 inh: blocks human caspase-6 cleavage activity; purified caspase-6, Z-VEID-R110 cleavage fluorescence; inhibition, % at 12.5 µM; P55212; AID 686996; actives 0.53% (n = 350,000);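 active means mean inhibition across replicates at least about 35%, with every replicate also reaching that limit, limit read from the data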;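 further: 0% = median of neutral control wells and 100% = no fluorescence left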
Target sequence (P55212 24-179 limits assumed): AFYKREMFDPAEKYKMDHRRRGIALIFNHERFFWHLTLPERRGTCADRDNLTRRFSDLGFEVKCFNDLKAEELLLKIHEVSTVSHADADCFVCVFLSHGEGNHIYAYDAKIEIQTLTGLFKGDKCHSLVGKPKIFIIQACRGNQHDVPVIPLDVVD
Target sequence (P55212 194-293 limits assumed): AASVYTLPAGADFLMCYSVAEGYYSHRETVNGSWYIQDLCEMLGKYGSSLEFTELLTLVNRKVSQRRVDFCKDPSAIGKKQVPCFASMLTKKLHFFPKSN
esBAF inh: blocks esBAF chromatin remodeling in mouse ES cells | Bmi1-luciferase knock-in reporter, 24 h; 100% = twice the neutral-well signal | reporter increase, % at 12.5 µM | actives 2% (n = 350,000); in the data active means activation above about 40%;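 further: 0% = median of the plate's neutral control wells and 100% = double that signal; a rise in the Bmi1 reporter signal indicates esBAF inhibition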
Numbers without * were called inactive; . = not tested or not shown. No enrichment for hits; about 3.2% have a hit in one of these screens.

Structure	ARNT-TACC3 inh	RAD52 inh	RAD54 inh	E-sel inducer	ERp5 inh	PglD DTNB	Casp6 inh	esBAF inh
COC(=O)NC(=S)Nc1ccc(Oc2ccc(Cl)cc2Cl)c(Cl)c1	14.5	.	9.2	.	.	-3.0	.	-3.2
O=[N+]([O-])c1ccc(O)c(C=NN2CCCCC2)c1	.	-17.4	1.0	-0.1	-3.7	-0.5	-2.1	.
CCOC(=O)c1c(C)[nH]c(C(=O)N2CCN(CC)CC2)c1C	4.8	-4.1	9.1	-0.1	0.9	2.6	3.0	-6.9
CC1Oc2ccccc2N(CC(=O)NCc2ccccc2)C1=O (centres undefined)	-0.3	-16.7	.	.	-10.1	.	-4.2	.
O=C(C1CCCN(c2ncnc3c2nc2n3CCCCC2)C1)N1CCN(c2cccc(Cl)c2)CC1 (centres undefined)	11.8	-6.7	3.9	-0.1	.	1.6	3.1	2.9
Cc1cc(N2C(=O)C3CC=CC(C)C3C2=O)no1 (centres undefined)	-6.1	.	4.5	.	.	2.6	.	-8.9
CCCNC(=O)Nc1ccc2c(c1)OC[C@H](C)N(C(=O)CC)C[C@@H](C)[C@@H](OC)CN(C)C2=O	0.9	-2.6	3.6	0.0	1.0	-1.9	.	3.1
CCCCN1C(=O)C(CC(=O)NC2CCCC2)CC(C(=O)N(CC)CC)=C1C (centres undefined)	.	-13.0	1.9	0.0	0.7	0.1	15.0	-3.7
O=C(Cc1cccs1)N=Nc1c(O)[nH]c2ccc(Br)cc12	8.8	-16.4	-10.2	-0.4	4.2	4.3	-1.5	.
CN1CCC(N(C)C(=O)c2ccc(Cl)c(S(=O)(=O)N3CCOCC3)c2)CC1	-4.8	2.1	-9.4	-0.2	0.4	-7.4	-32.2	1.4
CCC(=O)N1C[C@H](O)COC[C@H]2O[C@@H](CC(=O)NCc3cc(F)cc(F)c3)CC[C@@H]21	-7.4	0.6	-8.9	0.0	-4.9	1.5	5.1	4.3
COc1ccc(NC(=O)Nc2ccc3c(c2)C(=O)N([C@H](C)CO)C[C@H](C)[C@H](CN(C)C(=O)Nc2c(C)noc2C)O3)cc1	3.2	1.9	9.6	-0.1	-2.7	-2.4	-0.3	0.6
O=C(O)C1CCN(S(=O)(=O)c2cccc3cccnc23)CC1	-2.7	-3.0	-8.4	1.6	-1.8	-5.1	-0.7	-2.2
Clc1ccc(C[n+]2cc(-c3ccccc3)n3c2CCC3)cc1Cl	5.5	-0.2	3.8	.	-0.5	3.2	4.7	-19.5
C=CCn1c(=NC(=O)c2ccco2)sc2cc(C(=O)OC)ccc21	-2.8	-23.0	.	-0.4	7.3	.	-0.6	.

Retrieved one by one from above:
Structure	ARNT-TACC3 inh	RAD52 inh	RAD54 inh	E-sel inducer	ERp5 inh	PglD DTNB	Casp6 inh	esBAF inh
CCOC(=O)c1c(C)[nH]c(C(=O)N2CCN(CC)CC2)c1C	4.8	-4.1	9.1	-0.1	0.9	2.6	3.0	-6.9
CN1CCC(N(C)C(=O)c2ccc(Cl)c(S(=O)(=O)N3CCOCC3)c2)CC1	-4.8	2.1	-9.4	-0.2	0.4	-7.4	-32.2	1.4

(more compounds)
Structure	ARNT-TACC3 inh	RAD52 inh	RAD54 inh	E-sel inducer	ERp5 inh	PglD DTNB	Casp6 inh	esBAF inh
O=C1CCCC2=C1C(c1ccncc1)n1c(nc3ccccc31)N2 (centres undefined)	-4.9	-0.1	.	.	-0.8	.	1.1	.
Cc1ccccc1C(=O)c1cccn1CC(=O)NC(C)c1ccc2c(c1)OCCO2 (centres undefined)	3.1	-33.7	-1.9	0.5	-2.8	-1.7	-0.1	.
CNC[C@@H]1Oc2ccc(NC(=O)CCCN(C)C)cc2C(=O)N([C@H](C)CO)C[C@H]1C	2.1	-17.0	-19.9	0.1	3.3	-3.2	-46.6	-0.6
CCC(=O)N(C)C[C@@H]1Oc2cc(C#C[C@H](C)O)ccc2S(=O)(=O)N([C@@H](C)CO)C[C@H]1C	-9.8	14.6	0.5	-0.1	-0.3	0.1	0.5	1.4
O=C(c1cccnc1)N1CC(=O)N2[C@H](CO)[C@H](c3ccc(-c4ccc(F)cc4)cc3)[C@@H]2C1	.	13.0	.	0.5	8.2	.	-2.4	.
COc1ccccc1CCn1cnc(-c2cccc(Cl)c2)c1CC(C)C	.	-10.8	.	-0.2	0.6	.	-5.6	.
COCCn1cnnc1SCC(=O)Nc1cc(OC)c([N+](=O)[O-])cc1C	-8.7	-18.0	.	.	6.0	.	0.9	.
CC=Cc1ccc2n(c1=O)C[C@H]1[C@H](CO)[C@@H](C(=O)NC3CCCC3)N(Cc3cccnc3)[C@@H]21 (mixture of isomers)	-0.6	-28.7	-6.7	-0.3	0.7	0.6	10.9	-2.9
Cc1ccc2oc(=O)c3cc(C(=O)NCCCN4CC(C)CC(C)C4)sc3c2c1 (centres undefined)	5.8	38.6	10.2	.	5.3	0.1	-11.0	-4.6
CCOC(=O)CSc1n[nH]c(NC(=O)c2ccccc2)n1	-2.5	-4.4	2.1	.	-0.7	3.2	-2.7	-3.4
O=[N+]([O-])c1ccc(N=Cc2ccc(Br)c([N+](=O)[O-])c2)cc1	.	-22.0	.	9.0	1.9	.	1.0	.
CCC(=O)Nc1ccc2c(c1)C(=O)N(C)[C@@H]1CC[C@@H](CC(=O)NC3Cc4ccccc4C3)O[C@@H]1CO2	-5.0	7.7	-15.0	0.0	5.1	7.8	5.6	5.4
Cc1nc(N2CCC3(CC2)OCCO3)c2nnn(Cc3ccccc3F)c2n1	6.4	.	-1.7	.	.	-0.1	.	8.4
COc1ccc(NC(=O)C(=O)c2cn(CC(=O)N3CCCC3)c3ccccc23)cc1	3.3	-15.9	-5.0	.	-2.7	1.1	0.8	-14.0
CCc1ccc(NC(=S)N(Cc2cccnc2)Cc2ccco2)cc1	22.0	-4.4	7.8	.	4.7	-0.8	-0.5	-5.3
O=C1CSC(c2ccc([N+](=O)[O-])cc2)N1c1ccccc1F (centres undefined)	18.9	-16.4	1.6	0.1	1.3	-5.0	0.6	2.3
CCCCCCCC(=O)Oc1ccc(C(=O)Nc2cc(C)on2)cc1	-3.6	-11.3	1.6	-0.1	-0.2	0.5	-1.8	30.4
Cc1c(NC(=O)C(C)OC(=O)c2cccnc2Cl)c(=O)n(-c2ccccc2)n1C (centres undefined)	-0.6	-17.0	4.2	.	-3.2	1.1	-2.2	-2.5
O=C(NCc1ccc(F)cc1)NC(=O)c1ccc(Cl)cc1	1.2	-14.0	0.8	0.2	2.1	1.3	-2.7	-7.8
Cc1ccccc1C(=O)Nc1ccc(S(=O)(=O)N2CCCC2)cc1	.	-28.5	-9.6	0.6	0.6	1.1	-2.0	4.3
CCc1ccc(C(=O)COC(=O)C2CCN(c3ccc(C(F)(F)F)cn3)CC2)cc1	-3.5	-0.3	3.6	-0.1	4.8	-2.0	0.4	2.1
Cc1sc2nc(C3CC3)nc(N3CCN(C(=O)c4ccc(Cl)cc4)CC3)c2c1C	-21.7	-18.3	4.8	.	-2.5	.	5.9	-3.5
CNS(=O)(=O)/C=C/c1ccccc1	-3.9	-4.9	.	0.8	0.1	.	0.6	.
O=C1c2ccccc2C(=O)N1CCCn1c(=O)oc2ccccc21	2.8	-2.0	8.4	.	-1.0	-4.3	2.8	-4.0
C=CCn1c(=N)n(CC(=O)c2ccccc2)c2ccccc21	-12.8	1.6	1.3	.	8.3	4.0	-2.3	-0.7
O=C(c1ccc(F)cc1Cl)N1CCN(CCc2ccccc2)CC1	-4.0	-8.0	1.4	-0.1	0.7	1.9	2.1	-2.8
COc1ccc2[nH]c(=O)c(CN(C(=O)c3cccnc3)c3ccc(C)c(C)c3)cc2c1	2.4	-22.7	.	11.8	-1.9	.	1.7	.
COc1cccc(CNC(=O)CN2C(=O)COc3ccc(S(=O)(=O)N4CCCC4)cc32)c1	7.2	-10.1	-4.4	.	-3.8	4.9	-0.2	1.5
COc1ccc(-c2csc(NC(=S)NC(=O)/C=C/c3ccco3)n2)cc1Br	0.3	-21.7	-1.3	0.4	-18.9	-1.8	0.9	-17.3
C[C@@H]1CN([C@@H](C)CO)C(=O)c2cc(NC(=O)c3ccncc3)ccc2O[C@@H](C)CCCCO[C@H]1CN(C)S(C)(=O)=O	5.1	.	3.9	-0.1	.	-3.1	.	-6.0
O=C(CSc1ccccn1)Nc1ccc2c(c1)OCO2	.	-7.8	9.9	0.8	4.3	-1.5	-0.6	.
O=S(=O)(c1ccc2c(c1)OCCO2)N1CCNCC1	-4.3	-4.6	-2.0	0.1	-4.5	0.0	-3.9	0.9
O=C(CN1C(=O)COc2ccccc21)N(Cc1cccnc1)Cc1ccccc1F	-6.9	-22.0	.	.	-4.6	.	-1.5	.
C[C@@H]1CN([C@H](C)CO)S(=O)(=O)c2ccc(C#Cc3ccc(F)cc3)cc2O[C@H]1CN(C)C	8.5	35.2	7.2	-0.2	2.8	-1.3	1.2	-11.1
COC(=O)c1c(C)oc(C)c1S(=O)(=O)Nc1ccc(C(C)C)cc1	-7.3	0.2	-2.9	-0.2	1.5	1.9	-1.3	.
COc1cccc(/C=N/n2c(N)nc3ccccc32)c1OC	-6.1	.	11.5	.	.	3.5	.	73.4*
Cc1cc(=O)n2nc(N3CCC(C(=O)NC(C)c4ccccc4)CC3)sc2n1 (centres undefined)	8.6	.	-10.3	.	.	-0.3	.	-0.9
CNC(=O)C[C@H]1CC[C@H]2[C@H](COc3ccc(NC(=O)c4cc(C)on4)cc3C(=O)N2C)O1	8.7*	.	1.3	-0.1	.	4.0	.	-11.0
COc1ccc2c3c([nH]c2c1)[C@H](CO)N(Cc1ccccc1OC)CC31CCN(S(=O)(=O)c2ccccc2)CC1	.	-16.4	.	-0.3	-4.9	.	2.0	.
Cc1noc(C)c1NC(=O)N(C)C[C@@H]1Oc2ccc(NC(=O)Nc3ccc(C(F)(F)F)cc3)cc2C(=O)N([C@H](C)CO)C[C@H]1C	5.4	3.6	-5.7	0.0	1.1	0.8	-0.2	1.8
CN1C(=O)c2cc(NC(=O)c3ccc(F)c(F)c3)ccc2OC[C@@H]2O[C@@H](CC(=O)O)CC[C@H]21	-6.2	.	0.0	0.0	.	-1.1	.	-0.6
O=C(CSc1nc2ccccc2c(=O)n1CCCN1CCOCC1)Nc1ccc(Br)cc1	-3.1	-5.4	-2.4	0.2	4.8	-2.1	2.4	.
O=c1c2ccccc2[nH]c2ccccc12	-2.0	-0.1	4.3	.	1.8	-1.0	-2.7	14.7
CCS(=O)(=O)c1ccc2c(c1)N(S(C)(=O)=O)CC(C(=O)NCc1ccccc1OC)O2 (centres undefined)	-4.1	.	7.3	.	.	0.6	.	-3.3
